PrPC TRFRET – inhibitors of human cell surface prion protein PrPC. AID 720596. actives 0.43% (n = 370,000). P04156. TR-FRET read-out. inhibition, % at 13.8 µM; in the data active means inhibition above about 24%; further: 0% = median of the test wells and 100% = reference compound wells
Rv3671c protease – inhibits the M. tuberculosis serine protease Rv3671c; AID 2606; inhibition, % at 5.96 µM; actives 0.048% (n = 320,000); in the data active means inhibition above about 38%;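 further: extracellular domain of Rv3671c used as enzyme; 0% = enzyme with DMSO and 100% = no enzyme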
Yp Topo-I inh – Y. pestis Topo-I inhibition via cleavage products; Y. pestis Topo-I cleavage product accumulation, plate reader; activity, % at 10 µM; actives 0.064% (n = 360,000); AID 504884; in the data active means activity above about 50%, passing the limit was not always enough; further: inactives centre near 2
SSB-PriA inh – blocks PriA binding to SSB C-terminal tail; AlphaScreen SSBct-PriA binding, biotinylated peptide; inhibition, % at 33 µM; actives 0.6% (n = 430,000); AID 1272365; in the data active means inhibition mostly above about 37%, no sharp cut-off; inactive means mostly below about 20%;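 further: plate controls were negative control peptide for no effect and reference peptide for full effect; strong numbers were not always called active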
VHR inh abs – blocks human VHR1 dual specificity phosphatase. recombinant VHR phosphatase, pNPP absorbance. AID 1654. inhibition, % at 13.3 µM. P51452. actives 0.52% (n = 290,000); in the data active means inhibition above about 50%; further: some compounds called inactive have numbers as strong as hits
TcdB inh – blocks C. difficile toxin B glycohydrolase activity. P18177. TcdB glycohydrolase enzymatic assay, plate reader. inhibition, % at 9.99 µM. actives 0.24% (n = 350,000). AID 652162; in the data active means inhibition above about 10%
Target sequence (P18177 whole entry, looked up): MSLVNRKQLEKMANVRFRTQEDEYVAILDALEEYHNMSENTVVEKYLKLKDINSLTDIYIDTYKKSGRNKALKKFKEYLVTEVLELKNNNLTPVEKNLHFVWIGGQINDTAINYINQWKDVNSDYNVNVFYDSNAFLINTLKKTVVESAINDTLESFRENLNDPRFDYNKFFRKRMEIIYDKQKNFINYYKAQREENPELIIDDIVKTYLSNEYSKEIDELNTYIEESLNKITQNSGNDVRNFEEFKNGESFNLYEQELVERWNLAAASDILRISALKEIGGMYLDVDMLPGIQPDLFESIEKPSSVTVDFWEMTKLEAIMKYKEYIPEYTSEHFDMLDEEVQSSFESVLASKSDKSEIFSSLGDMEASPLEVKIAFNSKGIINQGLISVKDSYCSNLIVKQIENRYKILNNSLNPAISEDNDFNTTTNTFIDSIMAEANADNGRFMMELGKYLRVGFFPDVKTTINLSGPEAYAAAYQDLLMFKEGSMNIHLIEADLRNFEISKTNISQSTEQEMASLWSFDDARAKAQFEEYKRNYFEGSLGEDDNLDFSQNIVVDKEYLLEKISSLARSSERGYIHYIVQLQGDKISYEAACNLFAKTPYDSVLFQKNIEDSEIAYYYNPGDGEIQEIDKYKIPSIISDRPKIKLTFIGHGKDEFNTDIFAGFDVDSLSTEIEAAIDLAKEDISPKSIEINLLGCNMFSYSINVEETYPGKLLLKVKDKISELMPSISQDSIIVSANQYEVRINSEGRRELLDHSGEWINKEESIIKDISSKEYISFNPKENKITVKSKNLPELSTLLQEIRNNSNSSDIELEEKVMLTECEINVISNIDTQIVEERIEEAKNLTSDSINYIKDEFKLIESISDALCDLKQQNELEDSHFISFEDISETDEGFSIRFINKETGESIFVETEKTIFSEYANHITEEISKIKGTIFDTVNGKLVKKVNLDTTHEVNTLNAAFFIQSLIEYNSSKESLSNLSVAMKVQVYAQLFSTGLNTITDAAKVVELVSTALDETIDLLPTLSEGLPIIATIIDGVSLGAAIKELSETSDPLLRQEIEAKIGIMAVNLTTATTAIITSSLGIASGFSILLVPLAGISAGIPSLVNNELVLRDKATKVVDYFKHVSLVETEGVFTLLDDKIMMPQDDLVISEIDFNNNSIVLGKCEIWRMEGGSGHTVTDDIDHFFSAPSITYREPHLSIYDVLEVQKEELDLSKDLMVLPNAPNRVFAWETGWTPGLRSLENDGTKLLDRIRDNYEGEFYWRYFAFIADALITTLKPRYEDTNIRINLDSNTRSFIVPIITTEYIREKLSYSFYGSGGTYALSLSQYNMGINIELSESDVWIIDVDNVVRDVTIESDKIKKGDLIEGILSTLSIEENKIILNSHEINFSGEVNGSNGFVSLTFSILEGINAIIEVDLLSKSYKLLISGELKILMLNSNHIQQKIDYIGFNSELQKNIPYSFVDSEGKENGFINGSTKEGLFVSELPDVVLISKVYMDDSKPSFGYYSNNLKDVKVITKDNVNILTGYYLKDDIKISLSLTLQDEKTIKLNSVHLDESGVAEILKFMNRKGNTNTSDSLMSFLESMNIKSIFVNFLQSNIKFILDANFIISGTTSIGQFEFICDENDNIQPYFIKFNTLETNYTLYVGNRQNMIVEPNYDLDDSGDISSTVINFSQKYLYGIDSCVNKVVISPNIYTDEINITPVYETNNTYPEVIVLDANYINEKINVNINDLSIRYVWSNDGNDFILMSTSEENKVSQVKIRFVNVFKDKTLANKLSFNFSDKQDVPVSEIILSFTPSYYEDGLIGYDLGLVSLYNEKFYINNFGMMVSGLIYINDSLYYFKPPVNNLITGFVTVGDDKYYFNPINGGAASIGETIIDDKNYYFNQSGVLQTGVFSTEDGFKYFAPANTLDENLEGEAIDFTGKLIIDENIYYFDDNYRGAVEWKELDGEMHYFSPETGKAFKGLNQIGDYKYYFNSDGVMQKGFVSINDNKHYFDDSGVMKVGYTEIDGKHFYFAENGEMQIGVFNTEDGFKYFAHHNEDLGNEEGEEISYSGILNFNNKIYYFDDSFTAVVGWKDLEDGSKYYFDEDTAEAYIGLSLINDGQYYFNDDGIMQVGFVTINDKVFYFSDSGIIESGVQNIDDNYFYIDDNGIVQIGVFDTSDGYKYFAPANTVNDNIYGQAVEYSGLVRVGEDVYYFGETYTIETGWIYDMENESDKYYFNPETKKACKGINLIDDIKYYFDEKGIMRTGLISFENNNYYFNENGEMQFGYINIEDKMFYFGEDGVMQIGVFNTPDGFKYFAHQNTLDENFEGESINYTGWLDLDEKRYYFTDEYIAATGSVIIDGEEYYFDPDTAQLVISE
CCHFV vOTU inh – CCHFV vOTU protease inhibition; Pep-AMC fluorescence; inhibition, % at 11.5 µM; actives 0.55% (n = 370,000); AID 651958; in the data active means inhibition above about 30%; further: 0% = vehicle wells with enzyme and 100% = no enzyme wells
SARS 3CLpro inh – SARS-CoV 3CLpro protease inhibition; P0C6X7; recombinant SARS-CoV 3CLpro, quenched FRET peptide cleavage; inhibition, % at 6 µM; actives 0.14% (n = 290,000); in the data active means inhibition above about 12%
BH1578 lux ind – inducers of Vibrio cholerae quorum light production without autoinducers. V. cholerae BH1578 lux reporter, luminescence, 6 h. activation, % at 18.7 µM. actives 0.16% (n = 350,000); in the data active means activation mostly above about 9.7%, no sharp cut-off; further: not every result past the cut was called active; inactives centre near 0; reference of the scale not given here
MazEF act – increases E. coli MazEF RNase cleavage of RNA. P0AE70. FAM/BHQ RNA-DNA oligo cleavage fluorescence, 5 h. activation, % at 20 µM. actives 0.32% (n = 350,000). AID 504720; in the data active means activation above about 50%
Numbers without * were called inactive; i = inactive; . = no result given; & = joins results of further samples. An excerpt; the hit share may differ from the screen's.

Molecule	PrPC TRFRET	Rv3671c protease	VHR inh abs	BH1578 lux ind	SSB-PriA inh	MazEF act	TcdB inh	Yp Topo-I inh	CCHFV vOTU inh	SARS 3CLpro inh
CCC(=O)N1CCc2cc(S(=O)(=O)CCC(=O)Nc3c(C)n(C)n(-c4ccccc4)c3=O)ccc21	2	-6	.	.	-8	7	.	.	12	2
Cc1cc(C)nc(N(C#N)S(=O)(=O)c2ccccc2Cl)n1	1	-3	4	-0.4	5	-1	.	-6	-7	-3
O=C(CN1CCCCC1)NC(=O)NC1CCCCC1	-8	-4	.	-3.4	-1	1	-1.5	9	-2	.
CC(=O)Nc1ccccc1C(=O)N1CC(C)OC(C)C1 (stereo unspecified)	3	-1	17	i	-5	9	.	-4	2	-4
COCCCNC(=O)CC1C[C@H](C(=O)N(C(C)C)C(C)C)[C@@]2(C)c3[nH]c4ccc(OC)cc4c3CCN2C1=O (stereo partly specified)	3	.	.	-0.4	5	6	0.5	22	-2	.
COc1cc(S(=O)(=O)Nc2cccnc2)ccc1Cl	5	1	9	-0.9	4&-25	1	1.3	-2	3	-2
CC(=O)N/C(=C\c1ccccc1)C(=O)OCC(=O)NC(C)C12CC3CC(CC(C3)C1)C2 (stereo unspecified)	-5	-4	0	-2.7	-4	-82	.	11	8	-2
O=[N+]([O-])c1ccc(/C=N/Nc2ccc3ccccc3c2)o1	0	6	-2	i	.	13	0.6	-8	20	5
Fc1ccc(OCCOCCN2CCCC2)cc1	6	6	.	-0.4	-9	7	0.5	-4	5	.
O=C(N/N=C/C(Cl)=C\c1ccccc1)c1cnccn1	-4	7	8	i	.	-3	.	-7	6	3
Cc1ccc(S(=O)(=O)N2CC3(C)CN(S(=O)(=O)c4ccc(C)cc4)CC(C)(C2)C3)cc1	-2	4	9	-0.4	7	1	-2.1	-4	-15	-2
CC(=O)Nc1ccc(S(=O)(=O)NCC2CCC(C(=O)NC(C)c3ccccc3)CC2)cc1 (stereo unspecified)	8	4	19	1.9	-3	3	0.9	6	-4	0
CCN=C1Cn2c(nc3scc(-c4ccccc4)c3c2=O)CN1CC	2	-9	6	17*	2	7	.	12	-6	-3
CCC(=NCc1cccnc1)c1c(O)n(-c2ccccc2C)c(=O)[nH]c1=O	4	-3	5	-0.6	-8	-6	0.4	1	8	-7
CCCOc1ccc(-c2nc(C#N)c(N3CCN(CC)CC3)o2)cc1	0	2	4	12	21	-2	.	44	-7	-2
Cc1nnc(SC(C(=O)Nc2cc(Cl)cc(Cl)c2)c2ccccc2)[nH]c1=O (stereo unspecified)	8	-16	-2	-0.2	-1	-2	5.2	-20	23	4
O=C1C=CC(=O)N1c1ccc2c(c1)Cc1cc(F)ccc1-2	-1	.	.	i	-5	-7	1.7	2	4	.
Cc1ccc(S(=O)(=O)N2CCOCC2)cc1C(=O)OCC(=O)N1CCc2ccccc2C1	2	.	-8	i	-5	-1	.	12	-3	-4
O=[N+]([O-])c1cc(CN2CCC(O)CC2)ccc1Cl	-3	7	-3	-0.3	-10	0	0.9	0	-11	1
O=C(O)C1C2CCC(CC2)C1C(=O)N1CCN(Cc2ccc(F)cc2)CC1 (stereo unspecified)	-13	1	6	-0.7	-8	9	1.9	0	0	2

One compound at a time, as listed above:
Results for O=[N+]([O-])c1cc(CN2CCC(O)CC2)ccc1Cl : PrPC TRFRET = -3; Rv3671c protease = 7; VHR inh abs = -3; BH1578 lux ind = -0.3; SSB-PriA inh = -10; MazEF act = 0; TcdB inh = 0.9; Yp Topo-I inh = 0; CCHFV vOTU inh = -11; SARS 3CLpro inh = 1
Results for O=[N+]([O-])c1ccc(/C=N/Nc2ccc3ccccc3c2)o1 : PrPC TRFRET = 0; Rv3671c protease = 6; VHR inh abs = -2; BH1578 lux ind = i; SSB-PriA inh = .; MazEF act = 13; TcdB inh = 0.6; Yp Topo-I inh = -8; CCHFV vOTU inh = 20; SARS 3CLpro inh = 5

Remaining list, next part.
Molecule	PrPC TRFRET	Rv3671c protease	VHR inh abs	BH1578 lux ind	SSB-PriA inh	MazEF act	TcdB inh	Yp Topo-I inh	CCHFV vOTU inh	SARS 3CLpro inh
COc1cccc(/C=C2/NC(=O)NC2=O)c1OCC(=O)Nc1ccccc1	1	-6	1	-0.2	-1	19	3.5	8	-7	-4
Cc1ccc(C(=O)Cc2nc3ccccc3[nH]2)cc1	-3	-2	-8	-0.2	16	-18	-0.6	23	-2	2
COc1ccc(N2C(=S)NC(C)(C)CC2(C)c2ccc(OC(C)=O)cc2OC(C)=O)cc1 (stereo unspecified)	0	2	-5	-0.4	-9	1	0.4	5	-14	6
Cc1cc2c(NC(=O)Nc3ccc(C(C)(C)C)cc3)cccc2nn1	-10	-40	-7	-0.7	8	3	0.7	22	-9	3
COc1ccc(S(=O)(=O)N2CCCCC2)cc1NC(=O)CCNC(=O)c1ccc(Cl)cc1	-2	0	.	i	2	2	1.1	11	8	.
COc1ccc(C(=O)Nc2oc(-c3ccccc3)c(-c3ccccc3)c2C#N)cc1OC	1	-64	2	-8.7	24	-5	.	6	2	3
OCCNCc1cc(Br)ccc1OCc1ccc(Cl)cc1	-2	2	18	i	-1	16	.	7	-1	2
COc1ccc(-c2nnc(NC(=O)c3ccc(F)cc3)o2)cc1	8	0	15	-0.2	0	6	2.3	-1	2	-5
COc1ccccc1NC(=S)N1CCN(Cc2ccc3c(c2)OCO3)CC1	-2	-14	-7	i	5&-5	2	1.0	11	-7	-5
CCOc1ccc(N2C(=O)CC(NC3CCN(C(=O)c4ccc(F)cc4)CC3)C2=O)cc1 (stereo unspecified)	1	-9	6	-1.0	17	-7	1.1	7	10	-15
O=C1c2ccccc2-c2cc3ccccc3cc21	-1	.	.	i	-8	2	-0.1	-5	1	.
CN(C)c1ccc(S(=O)(=O)c2ccc(Cl)cc2)cc1	1	-2	15	-0.3	-3	-3	.	-1	0	-2
CCCCN1C(=S)NC[C@@H]1C(C)CC (stereo partly specified)	3	5	14	-0.5	5	-2	0.7	-1	-5	-2
CCCCCn1cnc2sc(CC)cc2c1=O	2	7	1	-0.5	-7	-3	0.7	8	8	1
CCOC(=O)C1(CCCc2ccccc2)CCN(C(=O)c2cc(C)nc(C)n2)CC1	5	5	20	i	-11	-5	1.6	30	-4	0
CC(C)(C)NC(=O)c1cccc(NC(=O)CSc2ccccc2)c1	-1	1	23	-5.3	-4	-9	.	-3	17	4
CCC(CC)c1nnc(NC(=O)CS(=O)(=O)c2ccccc2)s1	1	-7	-10	-3.3	-12	10	1.1	12	-12	-1
CCC(C)[C@@H]1NC(=O)N(CCCN2CCCC2=O)C1=O (stereo partly specified)	7	1	20	i	-1	7	1.0	5	9	0
Cc1ccc(NC(=O)CCC(=O)N2CCOCC2)nc1	6	15	.	-0.3	-1	2	-1.3	2	-8	.
CCn1c(=O)[nH]c2cc(C(=O)N3CCN(c4ccccc4)CC3)ccc2c1=O	.	-7	19	i	-20	0	3.2	3	.	-2
O=c1[nH]n(-c2cccc(Cl)c2)c2ncccc12	-2	4	25	-0.2	-2	4	.	5	-1	0
COc1ccc(/C=N/NC(=O)c2cc(C34CC5CC(CC(C5)C3)C4)[nH]n2)cc1OC	6	-15	-1	-0.6	.	-1	0.3	15	4	3
COc1cc(SSc2cc(OC)cc([N+](=O)[O-])c2N)c(N)c([N+](=O)[O-])c1	-12	1	-5	i	-1	15	-7.6	-9	25	-2
Cc1c(CNC(=O)c2cnn3c2NC(c2ccc(Br)cc2)CC3C(F)(F)F)cnn1C (stereo unspecified)	-2	5	-8	.	0	1	.	19	2	7
O=C(CNC(=O)C1COc2ccccc2O1)Nc1ccc(F)c(F)c1 (stereo unspecified)	-1	3	.	i	-12	1	1.7	-6	7	.
O=C(NC1CCCCC1)c1c2c(nc3ccccc13)CCC2	-5	3	5	0.7	-10	11	0.6	3	-6	-1
COc1ccc(OC)c(S(=O)(=O)N2CCN3CCCC3C2)c1 (stereo unspecified)	5	-3	25	-0.3	-2	-13	-0.4	-3	-8	-2
Cc1ccc(C2(O)CN(c3ccccc3)C3=[N+]2CCS3)cc1 (stereo unspecified)	4	-7	3	-0.8	-8	-1	.	14	2	4
Cc1cc(-c2ccc(S(=O)(=O)Nc3ccc(C#N)cc3)s2)on1	0	-9	-9	-0.4	4	7	0.5	1	-4	2
CCCCN(C(=O)c1cc2c(s1)CCCC2)c1c(N)n(CCC)c(=O)[nH]c1=O	7	-3	.	i	8	1	-9.8	2	8	.
COc1ccc(C2C(C(=O)N3CCCC3)c3cc(OC)c(OC)cc3C(=O)N2C)cc1OC (stereo unspecified)	2	-10	16	-0.4	-25	3	.	-3	31*	-4
O=C1CCc2cc(NS(=O)(=O)c3ccc([N+](=O)[O-])cc3)cc3c2N1CC3	-16	.	.	-2.0	-4	-4	2.2	-4	15	.
O=C1CCC(C(=O)N2CCCCO2)CN1Cc1ccc(Cl)cc1 (stereo unspecified)	1	-6	19	-0.8	-14	1	0.2	7	-8	-1
CC(O)CN(Cc1cccc(Cl)c1)CC(C)O (stereo unspecified)	3	.	-4	-0.5	-9	3	4.0	3	-5	2
CC(=O)N1CCc2c(sc3c2c(=O)n(-c2ccccc2)c(=O)n3CC(=O)NCC2CCCO2)C1 (stereo unspecified)	-1	5	33	-0.2	-20	2	1.4	-6	6	-1
COC(=O)COc1ccc2c(=O)c(Oc3ccccc3Br)coc2c1	2	5	-20	-0.3	-2	-17	0.9	-4	-13	2
N#CC1=C(N)Oc2ccccc2C12C(=O)Nc1n[nH]c(-c3ccccc3)c12 (stereo unspecified)	9	6	0	i	0	-4	.	0	11	3
COc1ccccc1NC(=O)c1nn(-c2cccc(C(F)(F)F)c2)ccc1=O	-2	-11	27	i	-8	10	.	7	4	-1
COc1ccc(C2NC(=O)c3ccccc3N2)cc1 (stereo unspecified)	.	-4	11	0.2	1	-19	.	7	.	-4
S=C(Nc1ccc(Br)cc1)NC1CCCC1	14	-5	-4	2.6	-17	0	-0.5	-2	-1	-2
COC(=O)c1ccccc1NC(=O)CN(c1ccccc1)S(=O)(=O)N(C)C	1	9	.	-7.1	4	-6	.	18	11	-2
CC(C(=O)c1c[nH]c2ccccc12)N1CCN(C(=O)c2ccco2)CC1 (stereo unspecified)	-5	-3	-7	-0.3	0	7	1.2	-6	-3	-1

Source: PubChem (several laboratories)
